Screening results as filed in PubChem BioAssay.
ABCB6 inh 2 = inhibitors of human ABC transporter ABCB6. Q9NP58. K562-ABCB6 porphyrin accumulation, flow cytometry, 1 h; active compounds read low. fluorescence ratio to DMSO, % at 10 µM. 360,000 compounds, 0.19% hits;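 active = fluorescence ratio to DMSO below 75%, the collection mean minus 3 SD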;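 note: signal is porphyrin accumulated inside mitochondria; 100% equals median channel fluorescence of DMSO control wells; lower ratio means ABCB6 inhibition with less porphyrin fluorescence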
MC4R barr agon = human MC4R agonism via beta-arrestin. 360,000 compounds, 0.98% hits. P32245. AID 540308. activation, % at 8.9 µM. U2OS MC4R beta-arrestin complementation, luminescence; percent of melanotan II response, DMSO zero;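 active = activation above a per-plate cutoff, the mean activation of sample wells on that plate plus 3 SD, cut at about 8% in these data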
Target sequence (P32245 whole entry, looked up): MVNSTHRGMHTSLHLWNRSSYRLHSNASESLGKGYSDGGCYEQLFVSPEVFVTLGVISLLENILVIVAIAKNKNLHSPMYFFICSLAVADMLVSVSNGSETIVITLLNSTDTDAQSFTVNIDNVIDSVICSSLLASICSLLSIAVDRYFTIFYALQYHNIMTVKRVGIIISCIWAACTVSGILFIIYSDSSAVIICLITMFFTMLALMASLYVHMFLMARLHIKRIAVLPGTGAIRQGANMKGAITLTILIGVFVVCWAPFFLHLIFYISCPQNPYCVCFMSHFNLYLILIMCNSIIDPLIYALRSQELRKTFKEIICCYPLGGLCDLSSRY
Glyco luc inh = N-linked glycosylation inhibition | D54 ERlucT glycosylation luciferase reporter, 24 h; percent of 100 nM tunicamycin response | reporter increase, % at 12.5 µM | 360,000 compounds, 0.23% hits | AID 588692;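 active = mean luciferase reporter signal, scaled so untreated is 0 and the glycosylation-blocking control 100, at or above a set limit in every replicate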;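 note: luciferase carries N-glycosylation sites so blocking glycosylation raises the light; 0% = median of neutral control wells and 100% = median of 100 nM tunicamycin wells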
ABHD5-PLIN5 inh = ABHD5-PLIN5 protein interaction inhibition. Q00G26+Q8WTS1. Split G. princeps luciferase complementation, luminescence, 4 h. inhibition, % at 4 µM. 360,000 compounds, 0.78% hits. AID 602281;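 active = inhibition above the mean inhibition across every tested compound plus 3 SD, cut at about 22% in these data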;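 note: 0% = DMSO only wells and the 100% control is not disclosed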
aDG glyco up = alpha-DG glycosylation activation. Pro5-aDG cells, alpha-DG glycosylation AlphaScreen (IIH6); 0% Pro5, 100% B10-LARGE cell signal. activation, % at 10 µM. 360,000 compounds, 0.22% hits;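 active = activation of at least 8% versus controls, or a plate z-score of at least 8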;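 note: Pro5 are CHO cells carrying HIG-tagged alpha-DG that lacks glycosylation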
MC4R antag cAMP = blocks human MC4R cAMP signaling. MC4R-expressing cells, MTII-stimulated cAMP, LANCE TR-FRET. P32245. AID 540295. 360,000 compounds, 0.48% hits. inhibition, % at 6.5 µM;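 active = inhibition above its plate's cutoff, the mean of tested wells on that plate plus 3 SD, cut at about 29% in these data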;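 note: 0% = Melanotan II alone and 100% = Melanotan II plus saturating MCL0020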
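Assay system: U2OS cells stably expressing human melanocortin 4 receptor (MC4R) / Dosing: 6.5 µM / Timing: compound 30 min, challenge 1 h, detection 1 h / Measured by: Eu-cAMP/anti-cAMP TR-FRET, emission 671 nm / Replicates: singlicate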
HTR2A ag = agonists of mouse serotonin 5-HT2A receptor (HTR2A). 360,000 compounds, 0.66% hits. activation, % at 7.6 µM. CHO-K1 mHTR2A beta-arrestin complementation, luminescence; percent of 30 µM serotonin response. P35363;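 active = activation above a run cutoff, the mean activation of all tested compounds plus 3 SD, cut at about 14% in these data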;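 note: 0% = plate median of compound wells and 100% = 30 µM serotonin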
Target sequence (P35363 whole entry, looked up): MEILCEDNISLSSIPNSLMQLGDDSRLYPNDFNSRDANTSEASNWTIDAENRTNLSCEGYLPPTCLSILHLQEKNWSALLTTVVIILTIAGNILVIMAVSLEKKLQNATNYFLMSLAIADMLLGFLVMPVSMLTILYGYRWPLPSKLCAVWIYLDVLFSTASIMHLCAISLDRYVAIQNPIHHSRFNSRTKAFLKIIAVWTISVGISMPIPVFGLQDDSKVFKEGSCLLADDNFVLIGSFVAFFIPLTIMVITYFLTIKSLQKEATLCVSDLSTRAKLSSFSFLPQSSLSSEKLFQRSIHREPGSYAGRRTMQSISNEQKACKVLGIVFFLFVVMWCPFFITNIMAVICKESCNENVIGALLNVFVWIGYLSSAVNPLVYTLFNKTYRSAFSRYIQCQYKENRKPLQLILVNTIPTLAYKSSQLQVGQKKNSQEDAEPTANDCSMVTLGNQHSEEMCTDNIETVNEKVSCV
Cardio protect = protects H9c2 cardiomyocytes from peroxide injury. 360,000 compounds, 0.63% hits. protection from H2O2 cell death, % at 20 µM. H2O2 injury protection, ATPLite, 2 h;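 active = compounds giving at least 50% protection of heart cells from peroxide-induced death in the single-dose screen, raw or plate-pattern-corrected value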;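 note: 0% = DMSO wells with peroxide and 100% = DMSO wells without peroxide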
Exocytosis inh = lytic granule exocytosis inhibition; AID 651702; 360,000 compounds, 0.66% hits; inhibition, % at 10 µM; TALL-104 LAMP-1 surface exposure, flow cytometry; cells stimulated with thapsigargin and PMA;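 active = inhibition above about 55%, limit read from the data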
iPSC survival up = enhancers of human iPSC single-cell survival; hiPSC single-cell survival, ATPlite luminescence; 100% = ROCK inhibitor wells, 0% = DMSO; survival enhancement, % at 20 µM; 360,000 compounds, 0.044% hits; AID 602274; in the data active = survival enhancement above about 18%;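 note: cells exposed to compounds for 16 hours before the ATP read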
Starred values were filed as active, the others as inactive.

SMILES | ABCB6 inh 2 | MC4R barr agon | Glyco luc inh | ABHD5-PLIN5 inh | aDG glyco up | MC4R antag cAMP | HTR2A ag | Cardio protect | Exocytosis inh | iPSC survival up
O=[N+]([O-])c1ccc(N2CCN(CCOCCO)CC2)c([N+](=O)[O-])c1 | 99 | -2.3 | 1 | -1 | 0.1 | -3 | 3 | 2 | 4 | 0.1
Cc1ccccc1NC1c2ccccc2C(=O)N1Cc1ccco1 (stereo unspecified) | 98 | 0.2 | -4 | 2 | 0.2 | 13 | -4 | -6 | -2 | -0.7
COC(=O)c1ccc(NC(=O)CCS(=O)(=O)c2ccc(Br)s2)cc1 | 97 | -1.6 | 0 | -2 | 0.1 | 1 | 2 | -3 | 2 | -2.2
Cc1ccc(C(=O)Oc2oc(-c3ccco3)nc2C=Nc2ccc(Cl)cc2)cc1 | 94 | 0.0 | -7 | -1 | -0.2 | 11 | -2 | -29 | 1 | -4.5
O=C(COC(=O)Cc1ccc2c(c1)OCCO2)Nc1ccc(S(=O)(=O)N2CCCC2)cc1 | 102 | -1.1 | 0 | 1 | -0.2 | 1 | -4 | 4 | 2 | 3.6
O=[N+]([O-])c1ccccc1N/N=C/c1ccccc1 | 96 | 2.7 | -2 | 8 | -0.2 | 17 | 8 | -6 | -9 | 0.2
Cc1ccc(-c2ccc(C(=O)Nc3cccc(F)c3)o2)c2ccccc12 | 99 | 3.1 | 6 | 2 | 0.3 | 5 | -4 | -17 | -2 | -3.2
N#CCc1c(C#N)c(N)nc(N2CCN(c3ccc(F)cc3)CC2)c1C#N | 95 | -2.2 | 4 | 4 | -0.4 | 0 | 5 | 10 | -5 | -0.6
O=C(CN1C(=O)NC2(CCCCC2)C1=O)Oc1ccc2c(C(F)(F)F)cc(=O)oc2c1 | 97 | 2.1 | 3 | -12 | 0.0 | -1 | 9 | 31 | 2 | -0.4
O=C1C2(CCC13COC(c1ccc(O)cc1)OC3)COC(c1ccc(O)cc1)OC2 (stereo unspecified) | 93 | -0.8 | 2 | -5 | -0.2 | 3 | 1 | -2 | -1 | 1.1
COc1cc(OC)cc(C(=O)N2CCC3(CC2)NCCc2[nH]cnc23)c1 | 100 | -3.1 | 3 | 4 | -0.3 | 5 | 0 | 6 | -1 | 0.3
Cc1ccc(Cl)cc1N(C(=O)c1csnn1)C(C(=O)NC1CCCC1)c1ccco1 (stereo unspecified) | 94 | -1.2 | -1 | -2 | 0.0 | -2 | 4 | 2 | 24 | 0.1
O=C(NCCCO)c1ccc(CSc2nc3ccccc3[nH]2)cc1 | 93 | -1.4 | -1 | 5 | -0.4 | 7 | 2 | -8 | 14 | -1.2
O=C(CSc1nnc([C@@H]2CCCN2)o1)c1ccc(Cl)cc1 | 102 | 1.0 | -6 | -9 | 0.0 | 16 | 1 | 6 | 0 | 8.2
S=C(Nc1ccccn1)NC1CCCCC1 | 102 | -4.0 | -2 | -9 | 0.0 | -2 | -3 | 2 | -1 | 0.1
COc1cccc(C(=O)NC2CCCN(C3Cc4ccccc4C3)C2)c1OC (stereo unspecified) | 106 | -1.1 | 2 | -4 | 0.0 | 8 | -9 | 2 | 0 | -0.3
FC(F)(F)c1nnc2ccc(N3CCCCC3)nn12 | 98 | 1.5 | 2 | -6 | -0.2 | 12 | -1 | 19 | 14 | 1.5
O=C(NCC1CCCCC1)c1cc(-c2cc(F)ccc2OCC2CCCO2)n[nH]1 (stereo unspecified) | 95 | 1.0 | -5 | -9 | 0.2 | 6 | 0 | 2 | 2 | 1.4
CSc1ccc(NC(=O)C2(C)CCN2C(=O)c2sccc2C)cc1 (stereo unspecified) | 104 | 3.0 | -3 | -4 | -0.2 | 14 | -7 | 0 | 1 | 0.0
CCOC(=O)c1[nH]c(C)c(C(=O)NCCN2CCOCC2)c1C | 100 | -0.3 | -6 | 0 | 0.2 | 1 | 0 | 12 | -5 | -0.1
COc1cc(OC)c2cc(C(=O)N/N=C/c3cccc(OC)c3O)[nH]c2c1 | 94 | 0.5 | -2 | 1 | -0.1 | -3 | -4 | 38 | 0 | 1.0
Cc1ccc2cc(CN(Cc3ccco3)C(=O)NC3CCCCC3)c(=O)[nH]c2c1C | 96 | -1.4 | -3 | 1 | 0.4 | 4 | -4 | 7 | -8 | 1.2
Cc1noc2ncnc(Oc3ccc4ccccc4c3)c12 | 101 | 0.3 | 0 | 3 | -0.2 | 2 | -2 | -3 | -4 | -0.6
Cc1[nH]c(C)c(S(=O)(=O)N2CCC(C)CC2)c1C(=O)N1CCCC1 | 91 | -1.7 | 1 | 1 | -0.1 | -3 | 7 | -7 | -1 | 0.1
COc1ccc(NC(=O)C(c2ccc(OC)cc2)N(C)C(=O)Cc2cccs2)cc1 (stereo unspecified) | 94 | 0.7 | 1 | -4 | 0.1 | 1 | -3 | 2 | 2 | -1.6

(listing goes on)
SMILES | ABCB6 inh 2 | MC4R barr agon | Glyco luc inh | ABHD5-PLIN5 inh | aDG glyco up | MC4R antag cAMP | HTR2A ag | Cardio protect | Exocytosis inh | iPSC survival up
O=C(CSc1nnc(CNC(=O)c2ccc(F)cc2)o1)Nc1nccs1 | 94 | 1.4 | 0 | -3 | -0.1 | 4 | 14* | 5 | 0 | -0.4
CO[C@H]1O[C@H](CBr)[C@@H](OC(=O)c2ccccc2)[C@H](O)[C@H]1O | 99 | -1.0 | 4 | 3 | 0.0 | 0 | 9 | -4 | -5 | -0.1
O=C(COc1ccc(Cl)cc1Cl)Nn1c(=S)[nH]c2ncccc2c1=O | 96 | -3.0 | 2 | -1 | -0.3 | 3 | -1 | 5 | 3 | -1.5
COc1ccc(OC)c(S(=O)(=O)Nc2c(C)nn(C)c2C)c1 | 97 | -1.4 | -1 | -2 | 0.1 | -1 | -1 | 1 | 4 | -0.5
CCOc1ccccc1CNC(=O)CCN1C(=O)COc2ccccc21 | 97 | 0.0 | 8 | -6 | -0.1 | 7 | -4 | -2 | -2 | 0.1
CCCC(=O)N1CCC1(C)C(=O)Nc1ccc2c(c1)OCCO2 (stereo unspecified) | 100 | 0.5 | 2 | 7 | -0.1 | -5 | 2 | 6 | -4 | 5.2
CCCN1CCN(CCCNC(=O)CN2C(=O)COc3ccccc32)CC1 | 102 | 0.9 | -1 | 0 | -0.2 | 17 | 3 | 2 | -2 | 2.2
CC1CCN(C(=O)C2CCN(c3nnc(-n4cccc4)s3)CC2)CC1 | 109 | -2.1 | 0 | 3 | 1.0 | 16 | 1 | 0 | -2 | -0.3
CC1=CCC(C(=O)O)C(C(=O)Nc2nc3ccc(S(C)(=O)=O)cc3s2)C1 (stereo unspecified) | 103 | 2.5 | 1 | 10 | -0.1 | 1 | 3 | 1 | 1 | -0.6
CCOC(=O)CSc1nnc(CNc2ccc(F)cc2)o1 | 102 | 0.1 | -1 | 3 | 2.4 | 7 | -3 | 15 | 0 | -2.9
Cc1ccc2nc(SCC(=O)NC3CCCc4ccccc43)[nH]c2c1 (stereo unspecified) | 94 | -0.4 | 6 | -4 | 0.0 | 12 | 6 | -8 | -2 | 0.3
COC(=O)c1ccc(N(CC(=O)NC2CCCCC2)C(=O)CNC(=O)c2ccco2)cc1 | 93 | 1.6 | 1 | -2 | -0.2 | 10 | 2 | 6 | -16 | 0.5
Cn1cccc1CC(=O)NNC(=O)Nc1ccc(Cl)cc1 | 98 | -0.9 | -1 | 3 | -0.1 | 0 | 3 | -4 | -4 | 7.0
CCCCCC(=O)Nc1ccc(-c2nnc3n2CCCCC3)cc1 | 108 | -1.4 | -1 | 5 | -0.4 | -1 | -3 | 10 | -2 | 0.1
COc1ccc(NC(=O)NC(C)c2ccc3c(c2)OCO3)c(OC)c1 (stereo unspecified) | 99 | 1.5 | 1 | 1 | 0.2 | 14 | -2 | -2 | 2 | 1.4
Cc1cccc(OCCCC(=O)Nc2ccc(S(=O)(=O)Nc3onc(C)c3C)cc2)c1 | 103 | 0.5 | 0 | -1 | 0.0 | 7 | 9 | -2 | 1 | 2.6
CC(=O)Nc1ccc(NC(=O)C2CC(=O)N(c3cccc(C)c3C)C2)cc1 (stereo unspecified) | 94 | -2.0 | 2 | -2 | 0.2 | 8 | 2 | 5 | -2 | 0.8
Cc1cc(NC(=O)CCC(=O)N(CC(=O)NCC2CCCO2)c2ccc(Cl)c(Cl)c2)no1 (stereo unspecified) | 96 | 0.0 | 2 | 0 | 0.0 | 7 | -3 | 0 | 14 | 0.8
COc1cc(C)ccc1OCC(=O)OCC(=O)NCC1CCCCC1 | 98 | -1.6 | 1 | 3 | -0.1 | 6 | 5 | 3 | -1 | 0.0
CCn1c(COc2ccc3c(c2)OCO3)nnc1SCC(=O)c1ccccc1 | 101 | 0.6 | -1 | 10 | 0.5 | 6 | 1 | 1 | 2 | -0.1
CCc1ccccc1NC(=O)c1ccc2snnc2c1 | 103 | 1.1 | 2 | -1 | -0.4 | -4 | 4 | 0 | -2 | 1.5
N/C(Cc1cccc2ccccc12)=N\OC(=O)c1ccccc1F | 109 | -0.4 | -3 | 2 | 0.1 | 2 | -3 | -7 | -2 | -0.2
FC(F)(F)c1cccc(Nc2nc(N3CCCC3)nc(N3CCCC3)n2)c1 | 102 | -2.0 | -5 | 3 | -0.3 | 2 | 5 | -10 | -2 | 0.1
O/N=C(\Cn1ccnc1)c1ccccc1 | 97 | -2.2 | 1 | 0 | 0.0 | 1 | 6 | 6 | -8 | -1.0
CCOC(=O)c1ccc(NC(=O)CSc2nc3cccnc3n2C)cc1 | 91 | 0.9 | 0 | -4 | 1.9 | 5 | 4 | -21 | 2 | -2.4

(list continues)
SMILES | ABCB6 inh 2 | MC4R barr agon | Glyco luc inh | ABHD5-PLIN5 inh | aDG glyco up | MC4R antag cAMP | HTR2A ag | Cardio protect | Exocytosis inh | iPSC survival up
O=C(Cc1ccc(S(=O)(=O)N2CCOCC2)s1)N(Cc1ccccc1)c1ccccc1 | 100 | -1.2 | -3 | -1 | -0.2 | 0 | -4 | -3 | 5 | -0.3
COc1ccc(C2CC(=O)C=C(O)C2)cc1 (stereo unspecified) | 87 | -0.4 | 2 | 4 | -0.1 | 1 | 4 | 7 | 0 | 4.1
COc1cccc(/C=N/NC(=O)CNC(=O)CCc2ccccc2)c1O | 98 | -2.5 | 0 | -2 | 0.1 | -3 | -3 | 36 | -1 | -0.4
CCOc1cc(C)c(C(C)C)cc1S(=O)(=O)N1CC(C)OC(C)C1 (stereo unspecified) | 94 | -0.2 | -5 | -8 | 0.1 | -10 | 0 | -26 | 32 | -0.5
CC(C)NC(=O)COc1cccc2ccccc12 | 94 | -2.2 | 1 | -2 | 0.0 | -4 | -2 | -2 | -3 | 5.4
CCn1ncc(C2=NOC(C(=O)Nc3ccc(C)cc3)C2)c1C (stereo unspecified) | 87 | 1.1 | -1 | -6 | 1.6 | 2 | -3 | -15 | -1 | 0.1
COc1ccc(-c2ccc(CCC(=O)O)n2-c2ccc(O)cc2)cc1 | 103 | -1.2 | 5 | 5 | 0.0 | 1 | -3 | 2 | 4 | -1.2
